Assay outcomes: PubChem, several laboratories
BH1578 lux ind: inducers of Vibrio cholerae quorum light production without autoinducers, primary screen, BH1578 luxS cqsA deficient, single point; AID 588436, 2011; V. cholerae BH1578 lux reporter, luminescence, 6 h; actives 0.16% (n = 350,000); activation, % at 18.7 µM; in the data active means activation mostly above about 9.7%, no sharp cut-off; inconclusive means no clear call, values can overlap the other calls; inactive means mostly below about 3.7%; further: not every result past the cut was called active; inactives centre near 0; reference of the scale not given here
MazEF act: activators of E. coli MazEF toxin-antitoxin RNase, primary screen, biochemical, fluorescence, uHTS. Endoribonuclease toxin MazF (Escherichia coli (strain K12)), P0AE70. FAM/BHQ RNA-DNA oligo cleavage fluorescence, 5 h. activation, % at 20 µM. actives 0.32% (n = 350,000). AID 504720, 2011; in the data active means activation above about 50%
Target sequence (P0AE70 whole entry, looked up): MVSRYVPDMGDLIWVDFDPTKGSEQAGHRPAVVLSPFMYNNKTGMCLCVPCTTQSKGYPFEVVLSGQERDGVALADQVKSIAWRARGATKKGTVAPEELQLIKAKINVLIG
TcdB inh: TcdB glycohydrolase inhibitors, primary screen, biochemical, single point, plate reader; TcdB glycohydrolase enzymatic assay; AID 652162, 2013; inhibition, % at 9.99 µM; Toxin B (Clostridioides difficile), P18177; actives 0.24% (n = 350,000); in the data active means inhibition above about 10%
Yp Topo-I inh: Yersinia pestis topoisomerase I inhibitors, primary screen, biochemical, cleavage product accumulation, plate reader, single point; DNA topoisomerase I (Yersinia pestis CO92); Y. pestis Topo-I cleavage product accumulation; activity, % at 10 µM; actives 0.064% (n = 360,000); in the data active means activity above about 50%, passing the limit was not always enough; inconclusive means no clear call, values can overlap the other calls; further: inactives centre near 2
3CLpro inhibitor: SARS-CoV 3CLpro protease inhibitors, primary screen, biochemical, quenched FRET. Replicase polyprotein 1ab (Severe acute respiratory syndrome coronavirus), P0C6X7. recombinant SARS-CoV 3CLpro, quenched FRET peptide cleavage. inhibition, % at 6 µM. actives 0.14% (n = 290,000); in the data active means inhibition above about 12%
Rv3671c inh: Rv3671c serine protease inhibitors, primary screen, biochemical, fluorescence polarization, M. tuberculosis H37Rv; inhibition, % at 5.96 µM; actives 0.048% (n = 320,000); AID 2606, 2010; in the data active means inhibition above about 38%;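 further: extracellular domain of Rv3671c used as enzyme; 0% = enzyme with DMSO and 100% = no enzyme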
Target sequence (P9WHR9 whole entry, looked up, the tested form may be a part): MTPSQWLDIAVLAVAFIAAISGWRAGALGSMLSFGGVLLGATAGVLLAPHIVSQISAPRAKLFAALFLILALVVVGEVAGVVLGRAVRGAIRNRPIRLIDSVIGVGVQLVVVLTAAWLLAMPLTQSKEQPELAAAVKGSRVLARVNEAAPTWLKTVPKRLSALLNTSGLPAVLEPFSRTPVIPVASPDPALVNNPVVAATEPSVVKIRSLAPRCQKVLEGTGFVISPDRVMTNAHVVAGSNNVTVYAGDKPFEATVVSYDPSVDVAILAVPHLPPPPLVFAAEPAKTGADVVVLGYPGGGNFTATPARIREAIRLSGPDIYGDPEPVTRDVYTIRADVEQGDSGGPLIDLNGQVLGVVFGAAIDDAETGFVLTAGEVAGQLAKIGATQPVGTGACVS
CCHF vOTU inh: CCHFV vOTU protease inhibitors, primary screen, biochemical, Pep-AMC substrate, fluorescence; actives 0.55% (n = 370,000); inhibition, % at 11.5 µM; Crimean-Congo hemorrhagic fever virus L polyprotein viral ovarian tumor (vOTU) protease …; AID 651958, 2012; in the data active means inhibition above about 30%; further: 0% = vehicle wells with enzyme and 100% = no enzyme wells
SSB-PriA inh: inhibitors of Klebsiella pneumoniae PriA binding to SSB C-terminal tail, primary screen, biochemical, AlphaScreen; AlphaScreen SSBct-PriA binding, biotinylated peptide; actives 0.6% (n = 430,000); PriA–SSB C-terminal tail interaction (Klebsiella pneumoniae); inhibition, % at 33 µM; in the data active means inhibition mostly above about 37%, no sharp cut-off; inactive means mostly below about 20%;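 further: plate controls were negative control peptide for no effect and reference peptide for full effect; strong numbers were not always called active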
PrPC TRFRET: inhibitors of human cell surface prion protein PrPC, primary screen, cell-based, TR-FRET. TR-FRET read-out. inhibition, % at 13.8 µM. actives 0.43% (n = 370,000). AID 720596, 2013; in the data active means inhibition above about 24%; further: 0% = median of the test wells and 100% = reference compound wells
VHR inh abs: VHR1 phosphatase inhibitors, primary screen, biochemical, absorbance, uHTS; Dual specificity protein phosphatase 3 (Homo sapiens), P51452; recombinant VHR phosphatase, pNPP absorbance; inhibition, % at 13.3 µM; actives 0.52% (n = 290,000); AID 1654, 2009; in the data active means inhibition above about 50%; further: some compounds called inactive have numbers as strong as hits
Target sequence (P51452 whole entry, looked up): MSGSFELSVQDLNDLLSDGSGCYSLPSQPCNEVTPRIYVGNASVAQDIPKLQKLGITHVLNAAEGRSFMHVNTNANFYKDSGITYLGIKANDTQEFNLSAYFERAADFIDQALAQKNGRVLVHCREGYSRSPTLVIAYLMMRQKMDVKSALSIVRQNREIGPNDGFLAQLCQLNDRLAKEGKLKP
Numbers without * were called inactive; i = inactive; ? = inconclusive; / = not tested or not shown; & = joins results of further samples.

SMILES	BH1578 lux ind	MazEF act	TcdB inh	Yp Topo-I inh	3CLpro inhibitor	Rv3671c inh	CCHF vOTU inh	SSB-PriA inh	PrPC TRFRET	VHR inh abs
CC(=O)Nc1ccc(NC(=O)CCC(=O)OCC(=O)c2cccc([N+](=O)[O-])c2)cc1	1.2	5.1	0.3	-2.0	0.4	-8.4	-10.8	1.8	-3.1	3.9
O=C(O)CCN1C(=O)c2ccc(NC(=O)COc3ccccc3)cc2C1=O	-0.4	-2.4	-0.7	1.7	1.3	-2.0	3.4	-5.1	-3.3	19.2
O=C(c1ccccc1Cl)N1CCC(O)(c2cccnc2)CC1	-0.2	5.4	0.4	-0.4	-0.2	2.8	-4.7	-24.3	4.6	8.5
C=C(C)C(=O)Nc1cccc(C2=NOC3(C2)C[C@@H](C(N)=O)N(C(=O)C(=C)C)C3)c1 (some centres not stated)	0.5	4.3	1.4	0.2	/	8.8	16.8	17.3	3.7	22.5
CCCN1C(=O)c2ccccc2NC1c1ccc(O)c(OCC)c1 (configuration not stated)	i	7.3	-1.0	-6.1	2.7	-6.6	-79.8	-4.0	3.2	3.5
Cc1cc(C)c(N=C2CCCN2Cc2ccccc2)c(C#N)c1	-5.9	-1.0	/	16.1	4.6	-9.7	-9.8	-15.9	7.4	22.0
O=C(N/N=C/c1ccc(O)cc1)c1cc(-c2ccc3c(c2)OCO3)n[nH]1	-3.1	1.6	3.2	-8.4	-0.7	-17.6	4.2	/	24.9*	22.5
CCOC(=O)CSc1nc2cc(OC)ccc2cc1C#N	-0.3	120.3*	/	4.4	-1.0	-4.8	3.7	-9.7	0.8	19.9
COc1cccc(Cn2c3ccc(NC(=O)CC(C)C(F)(F)F)cc3c(=O)n2C)c1 (configuration not stated)	i	/	0.8	-6.3	/	/	-114.9	/	3.2	/
CC(C)N(c1nnc(N)s1)C(C)C	-0.3	3.4	/	2.7	-9.1	-6.9	-19.8	7.0	-3.6	26.4
COc1ccc(NC(=O)NNC(=O)c2ccccc2-n2cccc2)cc1OC	i	-4.0	-4.7	-7.2	-0.1	1.6	8.4	1.1	-2.2	-2.1
O=C(COC(=O)c1ccc2ccccc2c1)NCCCc1ccccc1	-0.2	1.2	1.0	33.6	0.8	-7.7	10.5	-14.6	-3.0	12.6
Cc1cccc(NC(=O)CCc2ccccc2)c1C	-0.8	-7.7	-5.9	-3.5	-1.3	-1.8	13.2	-15.7	1.8	-11.2
COc1ccc(/C=N/n2c(=O)[nH]c3c([nH]c4ccc(F)cc43)c2=O)cc1CN1CCCCC1	i	1.3	0.5	4.2	-1.0	0.4	-24.4	i	0.4	17.9
CC(=O)Nc1ccc(OC(=O)C(CCS(C)(=O)=O)N2C(=O)c3ccccc3C2=O)cc1 (configuration not stated)	/	4.0	/	-6.6	1.4	-3.8	-5.3	-19.4	-0.3	21.3
CC1(C)C(c2cccs2)=[N+]([O-])C2(CCCCC/C2=N\O)N1O (configuration not stated)	-12.5	11.3	/	0.6	3.0	-6.4	0.4	/	4.3	-25.6
Cc1cc(O)c(C(C)C)cc1NC(=O)c1ccccc1Cl	-0.6	-1.5	1.7	3.9	0.2	1.1	-15.0	-11.9	8.1	-4.4
Cc1ccnc(NC(=O)c2cnc(Cl)c(Cl)c2)c1	i	1.7	0.5	0.5	-5.1	-1.6	-0.7	-15.8	3.9	27.7
CC(C(=O)Nc1ccccc1C(=O)O)n1c(C(F)(F)F)nc2ccccc21 (configuration not stated)	-0.1	4.2	1.5	-8.1	2.1	-3.1	0.1	-15.8	-4.5	25.6
Cc1ccc(S(=O)(=O)N2CCCCC2)cc1NC(=O)CN1CCCC1c1cccs1 (configuration not stated)	-0.5	-21.6	-2.1	4.2	/	/	-8.7	/	-4.2	/

In another format: results already given.
Order of results: BH1578 lux ind, MazEF act, TcdB inh, Yp Topo-I inh, 3CLpro inhibitor, Rv3671c inh, CCHF vOTU inh, SSB-PriA inh, PrPC TRFRET, VHR inh abs
COc1ccc(NC(=O)NNC(=O)c2ccccc2-n2cccc2)cc1OC
→ i, -4.0, -4.7, -7.2, -0.1, 1.6, 8.4, 1.1, -2.2, -2.1
O=C(COC(=O)c1ccc2ccccc2c1)NCCCc1ccccc1
→ -0.2, 1.2, 1.0, 33.6, 0.8, -7.7, 10.5, -14.6, -3.0, 12.6
Cc1cccc(NC(=O)CCc2ccccc2)c1C
→ -0.8, -7.7, -5.9, -3.5, -1.3, -1.8, 13.2, -15.7, 1.8, -11.2

Next section
SMILES	BH1578 lux ind	MazEF act	TcdB inh	Yp Topo-I inh	3CLpro inhibitor	Rv3671c inh	CCHF vOTU inh	SSB-PriA inh	PrPC TRFRET	VHR inh abs
CCOc1ccc(S(=O)(=O)NCCC(=O)OCC(=O)c2ccc[nH]2)cc1	-0.3	5.9	0.5	-4.7	1.2	-2.7	0.4	-16.5	-4.3	22.2
OC(CNCc1ccccc1)(c1ccc(F)cc1)c1ccc(F)cc1	/	-2.5	/	-1.6	4.3	2.4	0.1	-26.9	1.9	9.1
C#CCOCCOCCOCCNc1nc(N2CCN(C(=O)CCCCCCCCCCNC(=O)Cn3cc(C[C@@H](C)O)nn3)CC2)nc(N2CCN(C(=O)CCCCCCCCCCNC(=O)Cn3cc(C[C@@H](C)O)nn3)CC2)n1	i	25.8	2.1	?	/	-6.6	5.2	-7.0	-5.1	/
CCN(CC)CCOC(=O)c1ccc(NC(=O)CCCN2C(=O)S/C(=C/c3ccc(OC)cc3)C2=S)cc1	i	7.7	/	-15.4	7.5	-44.5	/	22.1	/	20.4
CN1CCN(C2Cc3cc(F)ccc3Sc3ccc(Cl)cc32)CC1 (configuration not stated)	1.7	5.7	2.1	-1.7	/	2.6	-3.9	7.5	-1.5	/
O=C1OC[C@H]2CCCN2C(=O)[C@@H](CC(=O)N(CCO)Cc2ccccc2)C/C=C\C[C@H]1Cc1ccc(F)cc1	2.0	9.1	0.5	11.8	/	2.3	1.6	/	-0.3	/
O=S(=O)(c1ccccc1)N1CCC(O)(CSc2ccc(Cl)cc2)CC1	-3.2	-2.2	/	26.9	3.1	2.3	-0.9	-2.4	5.6	12.8
O=C(CSCc1ccccc1)N1CCN(S(=O)(=O)c2ccc(F)cc2)CC1	0.6	5.3	1.6	33.3	-3.0	-2.1	1.0	-8.8	11.6	18.8
CC1(c2nnc(-c3ccncc3)o2)CC(c2cccnc2)=NO1 (configuration not stated)	i	-1.6	0.7	-0.9	/	-1.9	2.0	-2.4	-7.4	/
CCOc1ccccc1NC(=O)CSc1nc(N)c(C#N)cc1C#N	i	-10.8	/	6.7	-4.3	-23.1	-4.2	-7.0	6.8	26.3
Cc1cc(C)c(C)c(S(=O)(=O)Nc2cccc(S(=O)(=O)Nc3ccccc3C(=O)O)c2)c1C	-4.3	-12.7	-0.4	12.2	/	-18.4	8.8	6.8	1.1	/
CCC(=O)Nc1ccc(NC(=O)c2ccc3ccccc3c2)cc1	0.6	9.5	0.7	-1.7	-7.6	-3.1	10.0	4.1	5.7	38.1
CCS(=O)(=O)c1ccc(C=NNc2nc3ccccc3o2)cc1	/	4.1	1.2	-0.9	/	/	3.7	-4.4	-4.2	/
CCOc1ccc(CCNS(=O)(=O)c2c(C)n[nH]c2C)cc1OCC	-0.4	-4.5	/	0.0	3.4	-2.6	2.3	-4.8	2.4	13.1
O=C(/C=C/c1c(Cl)nc2ccccn12)N1CCN(c2ccc(F)cc2)CC1	-0.5	-9.8	2.1	16.9	-1.4	-2.0	0.5	-12.0	-6.5	101.2
Cn1c(=O)c2cc(S(=O)(=O)NCCC(=O)NCc3ccccc3Cl)ccc2n(C)c1=O	-0.3	0.8	/	-4.8	-2.9	6.1	-5.3	-2.9	-1.2	27.7
Cc1ccc(NC(=O)/C(C#N)=C/c2ccccc2C(F)(F)F)cc1	-0.3	-1.5	1.3	11.4	4.9	-5.8	-3.0	-29.6	4.7	-3.9
Cc1ccccc1-c1nc(CN2CCC(C(=O)NCCCN3CCCC3)CC2)c(C)o1	-2.6	8.0	0.4	6.4	1.0	-2.5	-11.7	21.9	-11.5	2.0
COCCNC(=S)N1CCN(S(C)(=O)=O)CC1	i	5.7	0.9	-10.2	-4.3	-4.7	-9.3	-7.9	-5.8	19.1
CCN(CC)CCNC(=O)COc1ccc(Cl)cc1Cl	-1.6	8.5	1.1	5.4	4.6	3.6	-7.9	-12.0&-0.2	-7.2	31.1
Fc1ccc(-n2c(Cc3ccccc3)nnc2SCc2nc(-c3cccs3)no2)cc1	i	-8.9	/	9.2	-5.8	4.9	-9.4	31.8	-0.7	-6.0
C=CCn1c(C(CCCC)CC(C)O)n[nH]c1=S (configuration not stated)	0.7	-2.6	-1.0	-4.3	3.8	2.2	0.7	4.6	-3.3	1.5
Cn1/c(=N\NC(=O)c2ccccc2Cl)sc2ccccc21	-2.1	5.6	2.6	5.8	-3.1	2.0	-2.1	/	-3.7	22.5
Cc1ccc(-n2nnnc2SCC(=O)NC2CCCc3ccccc32)c(C)c1 (configuration not stated)	-0.1	6.9	/	2.5	3.9	2.2	-6.3	-21.7	12.8	-11.7
C/C(=N\NC(=O)CN1CCN(Cc2ccccc2)CC1)c1ccncc1	-0.5	2.6	0.2	-5.2	-0.6	2.2	-7.2	/	0.4	-13.4
COc1ccc(N/C(N)=N/c2nc(C)c(Cc3ccccc3)c(=O)[nH]2)cc1	0.4	11.1	3.0	-0.9	-4.7	-8.9	4.6	/	-2.3	8.1
CCNC(=O)N(C)c1c(CC)nc2ccc(C(=O)N3CCN(S(=O)(=O)CC)CC3)cn12	-9.5	/	0.9	-4.1	/	/	3.0	/	-2.6	/
COc1ccc(NC(=O)C2CCN(C(=O)Cc3ccccc3)CC2)cc1OC	-0.7	-2.1	1.5	1.1	-2.2	-3.3	-5.6	1.1	1.0	8.3
CCSC1=C(C#N)C(=O)n2c1cc1c2CCCC1	i	27.7	/	-18.5	-1.7	2.4	0.0	-5.7	-5.6	8.2
COc1ccc(CCN2C(=O)CC(C(C)c3ccccc3)C2=O)cc1OC (configuration not stated)	i	-0.3	/	8.6	0.9	-8.6	-2.4	2.1	8.8	18.4
COc1cccc(C(=O)Oc2cc(C)[nH]c(=O)c2[N+](=O)[O-])c1	-0.2	-4.6	-1.1	-6.1	0.8	-2.9	18.9	-0.1	4.2	18.4
CNC(=O)c1[nH]cnc1C(=O)Nc1cccc(Cl)c1	-0.1	-5.8	0.0	1.6	/	-7.9	6.9	-13.8	5.2	/
COCC1CCCN(Cc2cn(-c3ccccc3)nc2-c2ccc3c(c2)OCO3)C1 (configuration not stated)	-3.3	3.4	1.0	16.1	4.7	0.2	-7.0	3.2	-6.4	7.3
Cc1ccc(Cl)cc1N1CCN(S(=O)(=O)c2cccc(S(=O)(=O)N3CCCC3)c2)CC1	-1.0	1.6	/	4.7	3.2	0.4	8.3	-16.3	2.0	-10.2
Cc1ccc(NC(=O)c2ccc(OC(=O)C(C)Oc3ccc(Cl)cc3C)cc2)cc1 (configuration not stated)	-0.1	-9.1	/	-3.1	3.1	-3.5	-2.2	-4.6	6.0	5.1
O=S(=O)(c1ccccc1)n1cc(-c2ccccn2)c(N2CCOCC2)n1	i	2.1	-4.2	2.2	3.2	-3.6	6.5	-6.8	9.3	9.3

An excerpt; count on the stated rates, not on these rows.
